Anthrax LF inh2: Bacillus anthracis LF protease inhibitors, primary screen, biochemical, multiplex microsphere, MLPCN library; Lethal factor (Bacillus anthracis), P15917; multiplex microsphere protease cleavage assay; inhibition, % at 10 µM; hit rate 0.12% among 360,000; also: plate controls were buffer without enzyme for full effect and enzyme alone for no effect
Target sequence (P15917 whole entry, looked up): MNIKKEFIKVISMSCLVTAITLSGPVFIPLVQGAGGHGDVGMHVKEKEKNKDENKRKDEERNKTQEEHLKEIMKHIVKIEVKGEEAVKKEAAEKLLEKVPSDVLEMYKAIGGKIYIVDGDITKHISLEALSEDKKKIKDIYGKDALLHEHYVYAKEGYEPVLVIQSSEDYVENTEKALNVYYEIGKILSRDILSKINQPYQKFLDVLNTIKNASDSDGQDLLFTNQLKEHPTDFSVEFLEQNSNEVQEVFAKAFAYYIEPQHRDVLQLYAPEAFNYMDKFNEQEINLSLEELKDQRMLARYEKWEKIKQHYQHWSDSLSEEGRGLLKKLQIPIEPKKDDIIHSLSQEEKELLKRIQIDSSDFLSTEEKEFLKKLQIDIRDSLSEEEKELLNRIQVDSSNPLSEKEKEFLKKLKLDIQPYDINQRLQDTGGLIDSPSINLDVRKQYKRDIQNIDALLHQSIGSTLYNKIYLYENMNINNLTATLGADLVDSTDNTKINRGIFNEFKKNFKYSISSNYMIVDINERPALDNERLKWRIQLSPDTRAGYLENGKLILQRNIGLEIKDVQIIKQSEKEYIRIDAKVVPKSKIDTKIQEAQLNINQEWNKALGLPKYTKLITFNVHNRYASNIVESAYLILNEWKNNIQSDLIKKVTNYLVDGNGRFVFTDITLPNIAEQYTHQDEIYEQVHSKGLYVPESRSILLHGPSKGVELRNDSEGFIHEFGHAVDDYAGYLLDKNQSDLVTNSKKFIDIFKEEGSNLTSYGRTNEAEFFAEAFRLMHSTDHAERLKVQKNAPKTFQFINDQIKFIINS
BoNT A protease: BoNT/A light chain protease inhibitors, primary screen, biochemical, flow cytometry, MLPCN library; multiplex microsphere protease substrate cleavage; inhibition, % at 10 µM; hit rate 0.17% among 360,000; AID 588499, 2011; Botulinum neurotoxin type A light chain protease (Clostridium botulinum A str. ATCC 3502); also: plate controls were buffer without enzyme for full effect and enzyme alone for no effect
FadD28 FP inh: inhibitors of FadD28 bisubstrate probe binding, primary screen, biochemical, fluorescence polarization, single point; Mycobacterium tuberculosis FadD28 fatty-acid-AMP ligase; inhibition, % at 12.5 µM; hit rate 0.22% among 360,000; in the data active = inhibition above about 8.5%, passing the limit was not always enough; inconclusive = no clear call, values can overlap the other calls
BoNT-F LC inh: BoNT/F light chain protease inhibitors, primary screen, biochemical, flow cytometry, MLPCN library. Multiplex microsphere protease cleavage assay. Botulinum neurotoxin type F light chain protease (Clostridium botulinum). inhibition, % at 10 µM. hit rate 0.22% among 360,000; in the data active = inhibition above about 35%, passing the limit was not always enough; inconclusive = no clear call, values can overlap the other calls; also: plate controls were buffer without enzyme for full effect and enzyme alone for no effect
PrPC surface inh: inhibitors of human cell surface prion protein PrPC, primary screen, cell-based, TR-FRET. Major prion protein (Homo sapiens), P04156. TR-FRET read-out. inhibition, % at 13.8 µM. hit rate 0.43% among 370,000; in the data active = inhibition above about 24%; also: 0% = median of the test wells and 100% = reference compound wells
TcdB inh: TcdB glycohydrolase inhibitors, primary screen, biochemical, single point, plate reader | hit rate 0.24% among 350,000 | TcdB glycohydrolase enzymatic assay | Toxin B (Clostridioides difficile), P18177 | inhibition, % at 9.99 µM; in the data active = inhibition above about 10%
Yp Topo-I inh: Yersinia pestis topoisomerase I inhibitors, primary screen, biochemical, cleavage product accumulation, plate reader, single point; DNA topoisomerase I (Yersinia pestis CO92); Y. pestis Topo-I cleavage product accumulation; activity, % at 10 µM; hit rate 0.064% among 360,000; in the data active = activity above about 50%, passing the limit was not always enough; inconclusive = no clear call, values can overlap the other calls; also: inactives centre near 2
CCHFV vOTU inh: CCHFV vOTU protease inhibitors, primary screen, biochemical, Pep-AMC substrate, fluorescence; inhibition, % at 11.5 µM; hit rate 0.55% among 370,000; Crimean-Congo hemorrhagic fever virus L polyprotein viral ovarian tumor (vOTU) protease …; AID 651958, 2012; in the data active = inhibition above about 30%; also: 0% = vehicle wells with enzyme and 100% = no enzyme wells
PfHsp40 yeast: rescue of yeast from PfHsp40 toxicity, primary screen, S. cerevisiae, ATP luminescence; S. cerevisiae expressing PfHsp40, growth rescue; growth rescue, % at 12.5 µM; hit rate 0.68% among 340,000; AID 504582, 2011; in the data active = growth rescue above about 28%, passing the limit was not always enough; inconclusive = no clear call, values can overlap the other calls;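 also: yeast W303a lacking pdr1 and pdr3 grown in galactose medium; growth measured after three days at 30 °C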
* marks the source's active call; other numbers are inactive results; u = inconclusive; x = not tested or not shown. Rule as the data show it, unless noted: active = inhibition above about 30%; inconclusive = no clear call, values can overlap the other calls; inactive = below that.

Structure	Anthrax LF inh2	BoNT A protease	FadD28 FP inh	BoNT-F LC inh	PrPC surface inh	TcdB inh	Yp Topo-I inh	CCHFV vOTU inh	PfHsp40 yeast
Cc1ccccc1C(=O)NCCNc1ccc([N+](=O)[O-])cc1	-6	0.0	-4.2	-3	-11	1.3	-14	3	0.6
O=C(c1cccc(NC2=NC3CS(=O)(=O)CC3S2)c1)N1CCN(c2ncccn2)CC1 (configuration not stated)	3	0.5	-0.2	-6	-1	1.2	-1	1	-0.9
c1ccc(CN2CCCC3(CCCN(Cc4nc(COc5ccccc5)no4)C3)C2)cc1 (configuration not stated)	-2	0.3	-3.5	-1	-3	x	20	14	18
COCCCNC(=O)CSC1=Nc2ccccc2C2=NC(CC(=O)NCc3ccccc3)C(=O)N12 (configuration not stated)	-11	0.0	0.6	5	0	x	-5	-22	-0.7
CN(c1ccc(C(=O)Nc2cccc(O)c2)cc1)S(=O)(=O)c1ccccc1	-2	-0.8	-3.7	-6	0	-0.5	1	7	2.0
COc1ccc(C(=O)Nc2nnc(SCC(=O)Nc3ccc(NC(C)=O)cc3)s2)c(OC)c1	-1	3.2	-4.7	1	-1	-5.1	17	11	0.1
O=C(c1ccc2c(c1)CCC2)N1CCN(Cc2c(F)cccc2Cl)CC1	-4	0.1	-2.7	6	-2	0.6	27	-4	x
COc1ccccc1CCNC(=O)C(=O)NCC1OCCCN1S(=O)(=O)c1cc(C)ccc1C (configuration not stated)	2	3.6	-2.6	16	-4	2.0	6	4	1.0
Cc1ccc(NC(=O)c2ccncc2)cc1[N+](=O)[O-]	0	-0.7	-1.5	-3	-21	x	3	-16	0.7
C#CCSC1=C(C#N)C(c2cccs2)C(C(=O)OCC)=C(C)N1 (configuration not stated)	-2	0.7	-1.0	-2	4	x	11	17	0.0
COc1cc(NC(=O)C2CCCN(c3ncccn3)C2)cc(OC)c1 (configuration not stated)	-2	0.2	-0.8	0	-10	x	-2	-23	-0.8
COc1ccccc1NC(=S)N(C(C)C)C(C)c1ccccn1 (configuration not stated)	4	1.3	-1.3	4	-1	0.0	-3	18	1.4
COc1cccc(/C=N/n2c(=S)n(C)c3cc(C)c(C)cc32)c1OC	-3	u	-3.2	-4	1	x	0	1	0.1
COc1cc2nc(C3CCC3)n(NC(=O)C(OC(C)=O)c3ccccc3)c(=O)c2cc1OC (configuration not stated)	-1	1.0	0.3	2	2	x	0	-5	0.3
COc1ccc(N(CC(=O)N2CCCCCC2)S(=O)(=O)c2c(C)[nH]c(=O)[nH]c2=O)cc1	-7	-0.7	-0.7	8	-1	0.4	-1	-2	-0.7
CCCCc1c(C)c(C#N)c2nc3ccccc3n2c1NCCN(C)C	-2	2.6	-0.2	14	-1	0.3	14	9	-0.7
O=C(NCc1cccnc1)C(=O)Nc1nc2ccccc2s1	0	-1.1	-0.7	-1	1	0.1	0	-6	-0.4
CC(NC(=O)CCC(=O)c1cccs1)c1ccccc1 (configuration not stated)	1	3.5	0.5	13	-3	-1.8	-2	-7	-0.2
CC(Nc1ccc(Cl)c(Cl)c1)C(=O)NN (configuration not stated)	6	u	-1.6	u	8	-1.5	-5	-14	0.0
COc1cc(-c2nnc3sc(-c4ccncc4)nn23)cc(OC)c1OC	0	-0.1	-4.5	2	4	0.1	0	-8	0.3
O=C1c2cccc3c([N+](=O)[O-])ccc(c23)C(=O)N1c1nccs1	-2	0.3	-10.0	-1	-41	x	0	-1	1.2
CC(C)(C)NC(=O)COc1ccc(CNc2ccc3[nH]c(=O)[nH]c3c2)cc1	2	1.2	-0.5	1	-1	x	-18	-36	4.8
Cc1nc2cc(NC(=O)CS(=O)(=O)c3ccccc3)ccc2s1	-7	3.8	-2.6	7	-1	-2.1	0	-8	-1.1
O=C(NN=Cc1ccccc1OC(F)F)c1cccc(S(=O)(=O)N2CCCC2)c1	-3	-0.4	-1.4	-6	9	-1.0	3	8	0.8
C#CCOCCOCCOCCNc1nc(N2CCN(C(=O)[C@H](CCC(=O)O)n3cc(C(N)CC(C)C)nn3)CC2)nc(N2CCN(C(=O)[C@H](Cc3cc4ccccc4[nH]3)n3cc(C(N)CC(C)C)nn3)CC2)n1 (some centres not stated)	-8	-0.1	-2.6	-31	x	x	8	x	-1.3
Cc1cc(Nc2ccc(C(=O)O)cc2)nc(N)n1	x	x	-1.9	x	-7	-1.8	3	10	-0.1
OC(c1cccc(OCc2ccccc2)c1)c1nnc(-c2ccccc2)o1 (configuration not stated)	2	-0.4	-4.0	-16	4	x	33	12	-0.5
O=c1c2c([nH]n1-c1ccccc1)CCSC2	-6	-2.4	0.5	6	1	-2.8	0	-5	0.9
CCOC(=O)c1ccc(NC(=O)c2nc[nH]c2C(=O)NC[C@@H](C)O)cc1	-7	-0.1	-3.3	2	5	-0.1	-6	-4	x
O=C(COC(=O)c1ccc(Cl)nc1)Nc1nnc(-c2ccccc2)o1	1	-2.4	-0.7	3	3	2.4	-3	-6	-1.6
CC(C)(C)c1cn(-c2ccccc2)c(=S)[nH]1	0	1.2	1.8	18	5	x	8	0	-1.2
CCCOc1ccc(/C=C/C(=O)Nc2ccc([N+](=O)[O-])cc2C)cc1OC	2	u	0.1	0	-6	x	-2	0	-1.4
Cc1cc(C)n2nc3nc4c(cc3c2n1)CCCC4	2	u	2.4	6	2	x	2	-28	-0.4
COc1ccc(N2CCN(C(=O)c3ccc4c(Cl)c5c(nc4c3)CCCC5)CC2)cc1	-20	0.9	-2.1	-37	-7	0.2	39	9	-0.5
O=C(O)c1cc(S(=O)(=O)N(Cc2ccccc2)c2ccccc2)ccc1Cl	6	0.2	0.1	-16	-3	0.9	0	-8	0.3
CSC[C@H](NC(=O)COc1cc2c(c3oc(=O)c(C)c(C)c13)CCC(C)(C)O2)C(=O)O	-4	1.7	-2.7	-10	2	-1.5	3	-281	-0.7
CCc1ccc(C(=O)c2cncc(Br)c2)cc1	-1	-0.6	0.6	0	-2	x	15	-2	-1.3
O=C1c2ccccc2C(=O)N1CCOc1ccc(F)cc1	-6	-0.3	0.4	18	-9	0.6	4	-9	-0.5
COC(=O)C1=C(C)N(c2ccc(C)cc2)/C(=C/c2ccc(O)cc2)C1=O	-2	-0.5	-0.9	-9	-9	1.8	2	-13	0.3
CC(C)(C)c1ccc(-c2nc3n(c(=O)c2C#N)CCS3)cc1	-2	-0.3	2.1	-3	-8	1.4	27	6	13
CCC(=O)N(Cc1cc2cc(OC)ccc2[nH]c1=O)c1cc(C)ccc1C	3	0.1	-5.2	6	-2	x	12	0	0.5
Cc1cccc(NC(=O)CN(C)S(=O)(=O)c2cccc3cccnc23)c1C	-1	-1.6	-1.8	-6	13	0.5	4	0	-0.7
CC(=O)NC12CC3CC(C1)CC(C(=O)OCC(=O)c1cc(C)n(C)c1C)(C3)C2	-6	-2.1	x	-6	3	0.5	30	-6	-1.0
COC(=O)c1c(NC(=O)CN2CCCc3ccccc32)sc(C)c1C	-2	0.4	-1.4	-6	-1	1.2	-6	-5	1.8
O=C(c1cnn(C(=O)c2ccco2)c1)c1cc(Cl)cc(Cl)c1O	2	2.4	x	4	9	0.0	1	5	0.0
COc1c(C(=O)NNC(=O)c2ccccc2)csc1Br	21	u	-2.9	u	11	0.0	-2	-7	0.0
CCCCc1cc(=O)oc2cc(OC3CCCCC3=O)ccc12 (configuration not stated)	-3	0.6	0.3	-7	7	1.6	-3	-19	-2.0
CCCCc1ccc(NC(=O)COC(=O)c2ccc3ncsc3c2)cc1	-2	-0.1	-1.0	-4	7	0.3	19	6	x
Cc1occc1C(=O)NCCc1ccc(Cl)cc1	-5	-1.5	-4.4	-2	3	x	5	3	0.6
COc1ccc(OCCN2CCC(C(=O)NC(c3ccccc3)c3ccc4ccccc4n3)CC2)cc1 (configuration not stated)	-2	-0.3	-2.3	-7	x	x	4	x	x
COc1ccc(N2CCN(C(=O)c3cc(-c4cccs4)nc4ccccc34)CC2)cc1	-7	-1.0	-1.4	0	2	-0.4	0	-2	0.0
Cc1ccnc(NC(=O)CN(C)S(=O)(=O)c2cccc3nsnc23)c1	5	-0.3	-1.4	5	-17	x	0	2	1.3
CCCNC(=O)c1onc(CSc2nc3ccccc3[nH]2)c1C(=O)NCCC	2	-0.5	-4.0	-3	4	1.0	6	2	-1.0
CCOC(=O)c1ccc2c(c1)nc(-c1ccccn1)n2CC	18	-0.7	-0.1	-12	-8	0.9	12	10	-0.2
CC(C)N(Cc1nc(-c2ccccc2)no1)C(=O)COc1ccccc1	9	-0.3	-4.1	-10	-2	1.7	35	-1	-1.2
Cc1ccc(S(=O)(=O)N2CCC(n3nnc4cc(C)ccc43)CC2)cc1	1	-0.3	-3.4	-4	1	x	7	-18	-1.3
O=C(Cc1ccccc1)N/N=C/c1cc(Br)c(Br)o1	2	u	0.0	-4	-4	x	4	5	-0.3
CC1CCc2nc(N)c(C#N)c(-c3cccn3C)c2C1 (configuration not stated)	-2	0.5	0.1	-6	-1	x	5	12	-1.3
COC(=O)[C@@]12CCCN1[C@H](c1ccc(-c3ccc(Cl)c(Cl)c3)cc1)[C@H]1C(=O)N(C)C(=O)[C@H]12	-1	-0.7	-5.7	-6	4	-0.4	16	0	0.8
CSc1ccccc1C(=O)NCC(c1ccco1)N1CCCCC1 (configuration not stated)	-9	0.6	-3.6	1	4	-1.0	10	-2	0.2

Carrying on.
Structure	Anthrax LF inh2	BoNT A protease	FadD28 FP inh	BoNT-F LC inh	PrPC surface inh	TcdB inh	Yp Topo-I inh	CCHFV vOTU inh	PfHsp40 yeast
Cc1ccc(C(=O)O)cc1S(=O)(=O)N1CCC(C(=O)O)CC1	3	1.1	0.0	14	0	x	6	-1	0.2
COc1ccccc1N(C)S(=O)(=O)c1ccc(C(=O)N2CCC2)cc1	0	1.3	-0.5	-1	10	1.0	-2	-6	-0.1
O=C(N/N=C/c1cccs1)c1cccnc1	0	0.1	-4.1	-4	-8	1.3	1	-14	-0.4
COc1ccc(C(=O)NC(=S)N2CCN(c3ccccc3OC)CC2)cc1OC	3	-1.0	-0.4	-5	7	0.7	8	3	1.6
CCC1S/C(=C(\C#N)C(=O)NCc2ccco2)N(c2ccc(F)cc2)C1=O (configuration not stated)	1	0.3	-2.8	7	-1	x	-9	3	-0.3
CN(c1ncc(C(F)(F)F)cc1Cl)n1cc(C(N)=O)c2ccccc2c1=O	-1	-1.7	-4.8	-3	-5	x	-8	-7	-0.8
Nc1ccccc1-c1nnn(CC(=O)N2CCCc3ccccc32)n1	-6	0.5	-0.2	1	0	0.8	0	-6	0.3
CCOC(=O)c1cc2c(ccn2C)n1CC(=O)N1CCC(Cc2ccccc2)CC1	-12	0.1	-1.2	-19	1	x	3	2	-0.3

Another view of part of the listing above.
mol: CCOC(=O)c1cc2c(ccn2C)n1CC(=O)N1CCC(Cc2ccccc2)CC1
  Anthrax LF inh2 = -12 | BoNT A protease = 0.1 | FadD28 FP inh = -1.2 | BoNT-F LC inh = -19 | PrPC surface inh = 1 | TcdB inh = x | Yp Topo-I inh = 3 | CCHFV vOTU inh = 2 | PfHsp40 yeast = -0.3
mol: CN(c1ncc(C(F)(F)F)cc1Cl)n1cc(C(N)=O)c2ccccc2c1=O
  Anthrax LF inh2 = -1 | BoNT A protease = -1.7 | FadD28 FP inh = -4.8 | BoNT-F LC inh = -3 | PrPC surface inh = -5 | TcdB inh = x | Yp Topo-I inh = -8 | CCHFV vOTU inh = -7 | PfHsp40 yeast = -0.8
mol: COc1ccccc1N(C)S(=O)(=O)c1ccc(C(=O)N2CCC2)cc1
  Anthrax LF inh2 = 0 | BoNT A protease = 1.3 | FadD28 FP inh = -0.5 | BoNT-F LC inh = -1 | PrPC surface inh = 10 | TcdB inh = 1.0 | Yp Topo-I inh = -2 | CCHFV vOTU inh = -6 | PfHsp40 yeast = -0.1
